Screening results as filed in PubChem.
USP10 inh – inhibitors of human USP10 deubiquitinase | Q14694 | purified USP10, Ub-rhodamine fluorescence, 60 min | inhibition, % at 20 µM | 1.1% of 47,000 active
UCHL1 inh – blocks human UCHL1 ubiquitin-rhodamine cleavage; purified UCHL1, Ub-rhodamine cleavage fluorescence; inhibition, % at 20 µM; 0.2% of 47,000 active; AID 1645859
Target sequence (P09936 whole entry, looked up): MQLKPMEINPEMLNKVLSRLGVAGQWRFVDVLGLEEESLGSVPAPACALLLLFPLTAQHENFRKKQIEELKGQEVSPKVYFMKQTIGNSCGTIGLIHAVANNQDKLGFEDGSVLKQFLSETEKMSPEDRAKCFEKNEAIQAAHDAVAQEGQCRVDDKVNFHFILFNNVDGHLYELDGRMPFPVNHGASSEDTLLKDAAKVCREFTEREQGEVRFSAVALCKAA
USP28 block – blocks human USP28 ubiquitin-rhodamine cleavage | 3% of 47,000 active | purified USP28, Ub-rhodamine cleavage fluorescence, 30 min | inhibition, % at 25 µM | Q96RU2
OTUD3 block – inhibitors of human OTUD3 deubiquitinase; purified OTUD3, Ub-rhodamine fluorescence, 2 h; inhibition, % at 25 µM; 0.7% of 47,000 active
Target sequence (Q5T2D3 whole entry, looked up): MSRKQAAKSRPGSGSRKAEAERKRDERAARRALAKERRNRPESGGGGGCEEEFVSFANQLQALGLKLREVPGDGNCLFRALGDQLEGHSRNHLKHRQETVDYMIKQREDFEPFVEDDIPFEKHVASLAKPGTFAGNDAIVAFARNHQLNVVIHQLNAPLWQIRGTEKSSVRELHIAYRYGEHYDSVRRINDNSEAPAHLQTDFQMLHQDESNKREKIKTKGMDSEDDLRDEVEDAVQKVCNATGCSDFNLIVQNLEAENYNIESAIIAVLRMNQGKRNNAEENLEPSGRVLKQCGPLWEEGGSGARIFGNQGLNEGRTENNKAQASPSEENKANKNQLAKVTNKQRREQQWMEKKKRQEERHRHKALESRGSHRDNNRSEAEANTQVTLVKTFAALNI
USP17 block – blocks human USP17 ubiquitin-rhodamine cleavage; A8MUK1; purified USP17, Ub-rhodamine cleavage fluorescence, 3 h; inhibition, % at 50 µM; 6.5% of 47,000 active
USP8 inh – blocks human USP8 ubiquitin-rhodamine cleavage. AID 1645853. 4.2% of 47,000 active. inhibition, % at 20 µM. P40818. purified USP8, Ub-rhodamine cleavage fluorescence, 30 min
USP7 inh – human USP7 deubiquitinase inhibition; inhibition, % at 20 µM; purified USP7, Ub-rhodamine cleavage fluorescence; AID 1645854; Q93009; 0.3% of 47,000 active
USP30 inh – human USP30 deubiquitinase inhibition; Q70CQ3; purified USP30, Ub-rhodamine cleavage fluorescence; inhibition, % at 25 µM; 5.3% of 47,000 active; AID 1645860
* marks the source's active call; other numbers are inactive results; nt = not tested or not shown. Rule as the data show it: active = inhibition above about 30%; inactive = the rest.

SMILES	USP10 inh	UCHL1 inh	USP28 block	OTUD3 block	USP17 block	USP8 inh	USP7 inh	USP30 inh
Cc1cccc(NC(=O)CN2C(=O)CC(c3ccccc3)S(=O)(=O)c3ccccc32)c1C (stereo not given)	4	0	-13	-7	51*	8	1	-84
COc1ccc2c(c1)CCCC21NC(=O)N(Cc2ccc(C#N)cc2)C1=O (stereo not given)	-4	2	0	-12	-11	10	-130	-30
CCc1nnc(-c2cc(S(=O)(=O)Nc3cccc(C)c3C)c[nH]2)o1	4	0	-17	-1	-13	5	-1	-3
Cc1cccc(N2CCN(C(=O)c3cnc(N4CCN(C)CC4)nc3C)CC2)c1C	-7	-1	-15	-16	-9	-11	-2	-3
COc1ccc2cc(C(=O)N3CCC(C(C)C(=O)NCc4ccccc4)CC3)[nH]c2c1 (stereo not given)	10	4	11	15	-2	-8	6	1
O=C(NCc1ccc2c(c1)OCO2)c1nc(-n2cnnc2)ccc1Br	7	1	10	11	35*	-6	-11	39*
O=C(Cn1cnc(S(=O)(=O)N2CCOCC2)c1)N1CCCc2ccccc21	0	-2	-4	4	-3	-5	-1	-7
O=S(=O)(CCN1CCc2nc(-c3ccccn3)nc(N3CCOCC3)c2C1)c1ccccc1	-8	-5	-3	-2	-41	-182	2	-14
COc1ccc(-c2ccc3nc(N4CCC(C(N)=O)CC4)sc3n2)cc1	-7	-1	-21	-18	12	-19	0	-37
N#Cc1ccc(-c2cnc3sc(NC4CCCCC4)nn23)cc1	-1	3	-3	-3	3	7	4	5
COc1ccccc1-c1cc2n(n1)CCN(C(=O)c1ccncc1)C2	0	0	5	6	1	2	4	8
COc1ccccc1-c1nc(C2CC(=O)N(c3ccccc3)C2)no1 (stereo not given)	0	-1	-4	0	-11	-15	-23	2
CC(=O)N1c2ccc(S(=O)(=O)N3CCC(C(=O)N4CCCC4)CC3)cc2CC1C (stereo not given)	-13	-5	-21	-21	-37	-25	-8	-51
O=C(Oc1ccccc1)C1CCN(c2ccc(S(=O)(=O)N3CCOCC3)cc2[N+](=O)[O-])CC1	6	4	3	1	-4	-21	-6	23
COc1ccc(Nc2cc(C(=O)NC3CCCC3)c3ccccc3n2)cc1OC	-7	3	-5	2	7	15	0	-33
COc1ccc(OC)c(CNc2nc(-c3cccc(OC)c3OC)no2)c1	2	2	6	3	0	21	1	5
O=C(CCc1nnc2n(Cc3ccc(F)cc3)c(=O)c3ccccc3n12)NCCN1CCOCC1	-5	-3	-1	-5	-23	-7	-50	8
Cc1nn(-c2ccccc2)c2[nH]c(=O)c(C#N)c(-c3ccco3)c12	6	1	-60	-26	-27	10	10	-219
CC(=O)Nc1cccc(C(=O)N2CCN(c3ccc(-c4nc(C)cs4)cn3)CC2)c1	-2	1	0	0	-16	-1	-3	-4
COc1ccc(OC)c(C(O)c2ncc(-c3cccc4ccccc34)[nH]2)c1 (stereo not given)	1	-1	-11	-15	-13	8	1	-36
CCc1c(C(=O)Nc2cccc(C(F)(F)F)c2)nnn1-c1ccccc1	8	7	5	5	0	21	1	-1
CC1(c2cc3ccccc3o2)NC(=O)N(CC(=O)N2CCC(Cc3ccccc3)CC2)C1=O (stereo not given)	2	3	-4	-2	22	-11	4	-6
O=C(CC1CCCC1)Nc1cccc(CCc2nc3ccccc3[nH]2)c1	0	2	-1	-6	-16	-5	-4	-3
CC(C)C(NC(=O)c1ccccc1Cl)C(=O)OCC(=O)NCc1ccc2c(c1)OCO2 (stereo not given)	0	0	-3	-4	-5	1	-1	0
Cc1nc(C(C)C)ncc1C(=O)N1CCC2(CC=CCOC2)CC1	3	-7	-10	-3	nt	-4	0	2
O=C(NC1CC1)c1ccc2onc(-c3csc(-c4cccnc4)n3)c2c1	0	2	-6	4	-26	-264	-6	-4
O=C(Nc1nc(-c2ccccc2)cs1)C12CC3CC(CC(C3)C1)C2	10	1	-9	0	-4	0	8	-2
COc1ccc(-c2noc(N3CCCC(C(=O)NCCN4CCOCC4)C3)n2)cc1 (stereo not given)	1	-4	-16	-9	-3	-2	-3	-11
COc1cc(N)c(Cl)cc1C(=O)OCC(=O)Nc1ccc(N2CCOCC2)cc1	0	4	3	5	38*	39*	7	5
O=C(c1ccccn1)N1CCOC(Cc2ccccn2)(C(=O)NCc2ccccc2)C1 (stereo not given)	0	0	1	12	-5	-17	0	9
N#Cc1cccc(C(=O)N2CCC3(CC2)OC(=O)Nc2ccccc23)c1	0	1	12	-71	4	2	6	2
CC(C)Cc1nc2sc3c(SCc4ccc(Cl)cc4)ncnc3c2c2c1COC(C)(C)C2	0	3	13	20	18	-1	-4	33*
COc1cccc(N2C(=O)N3CCc4c([nH]c5ccc(OC)cc45)[C@@]3(C)C2=O)c1	9	8	9	10	6	15	7	9
COc1ccccc1/C=C/C(=O)NC(Cc1ccccc1)c1nc2ccccc2[nH]1 (stereo not given)	-6	6	-2	-5	45*	92*	-4	-89
O=C(NCC1COc2ccccc2O1)c1ccccc1[N+](=O)[O-] (stereo not given)	2	-1	0	1	-11	-84	0	0
COc1ccc(C(O)c2ncc(-c3ccccc3)[nH]2)cc1OC (stereo not given)	1	3	nt	2	3	-1	0	nt
Cc1cc(C(=O)N2CCc3nc(C(=O)NCc4ccccc4)sc3CC2)no1	-1	0	1	-3	-48	-4	-1	13
Cn1c(=O)c2ccc(C3CCCCN3Cc3ccccn3)nc2n(C)c1=O (stereo not given)	-3	-1	3	2	-9	-7	2	-12
CC12NC(=O)C(CC13C(=O)Nc1ccccc13)n1c2nc2ccccc2c1=O (stereo not given)	-6	0	2	3	-24	-11	-1	-14
Cc1nn(C)c(C)c1-c1cnc(CC2CCCN(S(C)(=O)=O)C2)cn1 (stereo not given)	4	5	14	17	14	16	6	21
Cc1c(C(=O)NCC2CCCCC2)nnn1-c1cccc2c1CCN(CCO)C2	-5	-3	-24	-14	-40	-86	-5	-50
COc1ccc(NC(=O)COc2cccc3c2CCN(Cc2cccnc2)C3=O)c(OC)c1	0	3	11	6	8	14	3	0
Cc1cc(=O)n2[nH]c(CN(c3ccccc3)S(=O)(=O)c3ccc(Cl)cc3)nc2n1	5	1	2	5	10	21	-7	6
CC(=O)Nc1ccc(S(=O)(=O)N2CCC(CN3CCCC(C)C3)CC2)cc1 (stereo not given)	-1	-3	-1	2	1	7	3	-8
O=C(c1cnco1)N1CCCC(c2ncc(Cc3ccc(Cl)cc3)o2)C1 (stereo not given)	0	0	-13	-10	-22	-20	-10	-3
O=C(c1cn(-c2ccccc2)nc1-c1cccc(Br)c1)N1CCCCC1	8	7	1	7	3	11	-12	14
COc1ccc(C(=O)c2nccc3ccccc23)cc1	0	0	2	4	1	11	-6	7
CCc1nccn1-c1cccc(C2CCCN(S(=O)(=O)N(C)C)C2)n1 (stereo not given)	0	2	11	6	5	8	5	11
O=C1NCCCC12CCN(Cc1cccc(OCc3ccc(F)cc3)c1)CC2	-2	-2	4	-12	6	-5	-16	0
CCOC(=O)c1ccc(NC(=O)N2CCC3(CC2)N=C(c2ccc(C(C)(C)C)cc2)C(=O)N3)cc1	4	1	3	15	20	12	7	26

(next part)
SMILES	USP10 inh	UCHL1 inh	USP28 block	OTUD3 block	USP17 block	USP8 inh	USP7 inh	USP30 inh
CC(=O)Nc1ccc(-n2cnc(C(=O)N3CCCCCC3)c2)nc1	-2	-2	-2	-11	-6	-3	-5	-1
COC(=O)C(COC(=O)c1c(F)cccc1F)NC(=O)c1c(F)cccc1F (stereo not given)	1	0	-8	-7	-11	-5	-1	0
O=C(c1nnn(-c2ccc(F)cc2)n1)N1CCN(c2ccccc2O)CC1	3	5	1	-3	2	16	5	17
COc1cccc2c(C(C(=O)O)N3CCN(c4ccc(C(F)(F)F)cn4)CC3)c[nH]c12 (stereo not given)	0	-5	-7	-16	-4	7	-50	-28
O=C(NC1CCCC1)C1c2cc(Br)ccc2OCC(=O)N1C1CCCCC1 (stereo not given)	1	-1	0	0	2	3	3	14
O=C1NCCN1C1CCCN(Cc2nnnn2-c2ccccc2)C1 (stereo not given)	0	-3	-4	0	-2	-4	-2	2
COc1ccc(CNc2nc3c(C)cccc3cc2-c2noc(C)n2)c(OC)c1	-5	-4	-19	-21	-4	-13	-7	-121
COc1cc(N)c(Cl)cc1C(=O)OCC(=O)Nc1ccc2c(c1)OCCO2	0	1	37*	-10	20	14	-4	0
CC(C)NC(=O)c1ccc2c(c1)nc(CN(C)C(=O)Nc1ccccc1)n2C	-1	-2	-9	-8	-6	-1	0	6
Cc1ccc(-c2ccc(SCc3nc(-c4ccc(C)cc4)no3)nn2)cc1	9	1	1	5	25	12	7	23

Reformatted with each value named: entries from further up
COc1ccc(CNc2nc3c(C)cccc3cc2-c2noc(C)n2)c(OC)c1
  USP10 inh: -5	UCHL1 inh: -4	USP28 block: -19	OTUD3 block: -21	USP17 block: -4	USP8 inh: -13	USP7 inh: -7	USP30 inh: -121
N#Cc1ccc(-c2cnc3sc(NC4CCCCC4)nn23)cc1
  USP10 inh: -1	UCHL1 inh: 3	USP28 block: -3	OTUD3 block: -3	USP17 block: 3	USP8 inh: 7	USP7 inh: 4	USP30 inh: 5
COc1ccc(-c2noc(N3CCCC(C(=O)NCCN4CCOCC4)C3)n2)cc1 (stereo not given)
  USP10 inh: 1	UCHL1 inh: -4	USP28 block: -16	OTUD3 block: -9	USP17 block: -3	USP8 inh: -2	USP7 inh: -3	USP30 inh: -11
Cc1ccc(-c2ccc(SCc3nc(-c4ccc(C)cc4)no3)nn2)cc1
  USP10 inh: 9	UCHL1 inh: 1	USP28 block: 1	OTUD3 block: 5	USP17 block: 25	USP8 inh: 12	USP7 inh: 7	USP30 inh: 23

Entries above that have a CF3 group (two):
SMILES	USP10 inh	UCHL1 inh	USP28 block	OTUD3 block	USP17 block	USP8 inh	USP7 inh	USP30 inh
CCc1c(C(=O)Nc2cccc(C(F)(F)F)c2)nnn1-c1ccccc1	8	7	5	5	0	21	1	-1
COc1cccc2c(C(C(=O)O)N3CCN(c4ccc(C(F)(F)F)cn4)CC3)c[nH]c12 (stereo not given)	0	-5	-7	-16	-4	7	-50	-28

Further structures
SMILES	USP10 inh	UCHL1 inh	USP28 block	OTUD3 block	USP17 block	USP8 inh	USP7 inh	USP30 inh
CCCCCN1CC(=O)N2CS(=O)(=O)C[C@H]2C1=O	-3	0	-1	1	-9	-35	1	-2
Cc1cccc(NC(=O)N2CCN(c3ncccc3-c3nnc(C4CC4)o3)CC2)c1	-1	2	4	5	0	-25	1	8
CSc1nccc(-c2ccc(F)cc2)c1C#N	8	1	22	11	82*	17	2	30*
N#Cc1cccnc1N1CCN(C(=O)Nc2cccc3ccccc23)CC1	0	18	1	11	77*	91*	-25	-26
c1cncc(CN2CCC[C@H]2c2nc(-c3ccc(N4CCOCC4)nc3)no2)c1	-2	1	-2	3	-22	11	-4	-19
COc1ccccc1N1CCN(C(=O)c2ccc(Cn3c(=O)[nH]c4ccsc4c3=O)cc2)CC1	1	1	3	-1	28	-13	4	7
COc1ccc(C(CC(=O)N(C)Cc2ccccc2)N2Cc3ccccc3C2=O)cc1OC (stereo not given)	-2	-2	4	8	nt	13	-1	28
CCOc1ccc(N(C(=O)CCN2CCc3ccccc32)C(C(=O)NCc2ccccc2)c2ccc(OC)cc2)cc1 (stereo not given)	8	4	1	2	-2	0	8	-5
O=c1[nH]c(-c2ccccn2)nc2c1CCN(Cc1cccn1-c1ccncc1)C2	-3	-4	-29	0	-66	-299	3	-37
CNC(=O)C1CN(C(=O)c2ccccc2F)CC12CCCC2 (stereo not given)	0	0	5	11	7	9	-1	14
COC(=O)C(NC(=O)CCC(=O)O)c1ccc(OC)c(Cl)c1 (stereo not given)	-4	1	1	4	-2	-2	nt	-4
COc1cc(OC)cc(C(=O)Nc2cnc(-c3ccccc3)nc2)c1	-1	7	14	23	52*	25	-46	17
c1ccc(-n2nnc(-c3noc(-c4ccncc4)n3)c2-c2ccncc2)cc1	-1	0	1	-3	10	0	-4	23
Cc1n[nH]c(C)c1C(C)C(=O)Nc1ccccc1C(F)(F)F (stereo not given)	2	0	10	15	13	15	3	12
CCc1ccc(OC)c(S(=O)(=O)N2c3ccccc3CC2C)c1 (stereo not given)	4	4	5	7	9	5	3	9
Cc1ccccc1NC(=O)c1ccn(COc2ccc(Cl)cc2)n1	6	7	59*	10	19	19	-3	19
Cc1ncc(-c2ccncc2)c(C2CCN(C(=O)c3cnccn3)CC2)n1	0	0	-12	-7	-1	0	0	-4
CCc1ncc(CN2C[C@@H]3C[C@@H](O)CN3C[C@H]2Cc2ccccc2)cn1	-2	0	-10	-6	-6	1	6	-25
